# MT stabilizer = microtubule stabilizers in HeLa cells, primary screen, imaging, high-content imaging | HeLa tubulin immunostaining HCS, 24 h; share of cells brighter than vehicle mean+2SD | % tubulin-high responders, % at 10 µM | hit rate 0.83% among 200,000 | AID 2205, 2009;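 active means plate Z-score above 3 for both tubulin-high and condensed-nucleus cell shares, with cell loss under 80%, at 10 µM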;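 further: anti alpha tubulin signal scored within the nucleus-defined area of each cell; some results filed as inactive read as strong as hits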
# Autophagy mod = autophagy modulators in MEF cells, primary screen, imaging, high-content, MEF GFP-LC3 | MEF GFP-LC3 puncta imaging; test concentration mostly 10 µM | AID 463193, 2010 | hit rate 0.98% among 190,000 | calls only at 10 µM (by protocol);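 active means percentage of spot-positive cells more than 3 SD above its plate mean, without a fluorescence outlier flag or 80% toxicity; inconclusive means no clear call, values can overlap the other calls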;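 further: spot-positive cell cutoff set from DMSO-treated cells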
# P. falciparum M17LAP = P. falciparum M17LAP inhibitors, primary screen, biochemical, fluorogenic H-Leu-NHMec substrate, 1536-well (AID 1619); Leucine aminopeptidase (Plasmodium falciparum (isolate 3D7)); recombinant M17LAP, H-Leu-NHMec fluorogenic kinetic assay; higher % means a stronger effect; one-dose inhibition, % at 30 µM; IC50 in µM for titrated hits; hit rate 0.38% among 220,000;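 active means compound inhibiting the enzyme by more than half at any dose during confirmatory dose-response retesting; inconclusive means strong single-dose inhibitors picked by rank but not retested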;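 further: plate controls were full reaction with DMSO carrier for no effect and no enzyme background for full effect; strong numbers were not always called active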
# CSM14.1 death rescue = rescue of cells from ER stress-induced death, primary screen, 384-well, CSM14.1, thapsigargin, ATP luminescence (AID 1222); 190,000 tested, under 10 active; CSM14.1 thapsigargin-induced death rescue, ATP luminescence; higher % means a stronger effect; cellular ATP content (survival), % at 20 µM, or EC50 in µM where a hit was titrated;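 active means EC50 below 50 µM in the dose-response confirmation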;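 further: death triggered by thapsigargin at about 15 µM added after 2 h compound pretreatment; cell ATP read after overnight thapsigargin exposure of roughly 18 to 22 hours; normalized against plate controls of thapsigargin alone and 5% DMSO vehicle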
# b-catenin transl = modulators of beta-catenin nuclear translocation, primary screen, imaging, HeLa cells, immunofluorescence, high-content; nuclear translocation activity, % at 5 µM; hit rate 0.3% among 190,000;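 active means nuclear translocation activity above 50% at 5 µM, with a well cell count of 50 or more; inconclusive means wells under 50 cells across six images, flagged as toxic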;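 further: per-cell ratio of nuclear to cytoplasmic median beta-catenin stain intensity; plate controls were DMSO negative control for no effect and GSK-3 inhibitor IX positive control for full effect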
#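 assay system = human HeLa cells, endogenous beta-catenin | times = compound treatment 24 h, 37°C, 5% CO2 | detection = Anti-beta-catenin immunofluorescence on PFA-fixed, Triton-permeabilized cells, DAPI nuclei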
# M1AAP inhibition = P. falciparum M1AAP inhibitors, biochemical, fluorogenic H-Leu-NHMec substrate, 1536-well (AID 1445). Aminopeptidase N (Plasmodium falciparum (isolate 3D7)). recombinant M1AAP, H-Leu-NHMec fluorogenic kinetic assay; higher % means a stronger effect. inhibition, % at 30 µM, or IC50 in µM where a hit was titrated. hit rate 0.42% among 220,000;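 active means primary inhibition above the hit cutoff, then over 50% inhibition at one or more dose response concentrations, cut at about 23% in these data, passing the limit was not always enough; inconclusive means conflicting primary data, or primary hits not chosen for dose response; inactive means low primary inhibition, or under 50% at every dose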;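 further: plate controls were DMSO full reaction for no effect and no enzyme background for full effect; strong numbers were not always called active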
# UTI89 phage lysis = inhibition of K1F phage lysis, E. coli UTI89, bacterial capsule biogenesis inhibitors, alamar blue (AID 488966); one-dose inhibition, % at 100 µM; IC50 in µM for titrated hits; hit rate 0.02% among 340,000; E. coli UTI89 K1F phage lysis, alamar blue, 2 h; higher % means a stronger effect;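 active means phage lysis inhibition, versus mean bacterial control, above a set limit; inconclusive means no clear call, values can overlap the other calls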;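 further: capsule biogenesis inhibitors block K1F phage lysis so surviving cells raise fluorescence; higher fluorescence means more inhibition of phage lysis; actives were called in the ten point dose series up to 300 µM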
# Ins promoter up = insulin promoter activators in MIN6 cells, imaging, high-content screening, mouse beta cells. MIN6 insulin promoter-GFP reporter; stronger effect = higher value. z-score at 5 µM. hit rate 0.3% among 190,000. AID 1625, 2009;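 active means z-score above 3 at 5 µM with at least 500 cells counted in the well; inconclusive means wells under 500 cells, flagged as cytotoxic or low count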
# Dynein transport = inhibitors of GR-EGFP nuclear translocation, primary screen, dynein cargo transport inhibitor project, imaging, high-content, 3617.4 mouse cells; hit rate 0.47% among 220,000; z-score, hits read low; test concentration mostly 20 µM; stimulated with dexamethasone, 1 µM; stronger effect = lower value;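 active means plate z-score of nuclear minus cytoplasmic receptor signal below a set negative limit, without overly bright fluorescence or cell loss, cut at about -3.5 in these data, passing the limit was not always enough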;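 further: z-score of nuclear minus cytoplasmic ring GR-EGFP intensity difference per well; some compounds called inactive have numbers as strong as hits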
#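 Buffer or medium: tet-free medium with charcoal-stripped serum / Also added: dexamethasone agonist, 1.0 µM final, for 30 min / Timing: induction 48 h, compound 1 h, agonist 30 min / Measured by: high-content fluorescence imaging after fixation / Read-out: nuclear-to-cytoplasmic GR-EGFP distribution per well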
# Dynein transport cytoplasmic EGFP = recorded beside Dynein transport, whose call it bears; z-score; measured here: cytoplasmic GR-EGFP intensity; stronger effect = higher value
# Dynein transport nuclear GR-EGFP = further read-out of Dynein transport, marked with its call; z-score; measured here: nuclear GR-EGFP intensity;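 lower value marks the stronger effect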
# Dynein transport cell count = further read-out of Dynein transport, marked with its call; z-score; measured here: cell count per field
# Ins promoter up cell count = recorded beside Ins promoter up, whose call it bears; cell count; measured here: cytotoxicity, nuclei count;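 total cells summed across four imaged fields per well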
# b-catenin transl cell count 5 µM = second read-out of b-catenin transl, no call of its own (marks repeat the call); cell count; measured here: cell count, cytotoxicity flag
# MT stabilizer Hoechst-high % = recorded beside MT stabilizer, whose call it bears; % Hoechst-high responders; measured here: nuclear condensation Hoechst responders;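 share of cells brighter than vehicle mean plus two SD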
# MT stabilizer cytotoxicity % = recorded beside MT stabilizer, whose call it bears; toxicity, %; measured here: cytotoxicity by cell density;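 0% = mean cell density of plate MIN control wells and 100% = no cells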
# Autophagy mod cell loss 18 h = recorded beside Autophagy mod, whose call it bears; toxicity, %; measured here: cell loss, nuclei count;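 cell loss after 18 h compound exposure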
# * = called active by the depositor; i = inactive; ? = inconclusive; / = not tested or not shown; [ ] = another dose, or the depositor's remark. Compounds were not picked by outcome; 2.9% or so of the library scored in one or more.
SMILES,MT stabilizer,MT stabilizer Hoechst-high %,MT stabilizer cytotoxicity %,Autophagy mod,Autophagy mod cell loss 18 h,P. falciparum M17LAP,CSM14.1 death rescue,b-catenin transl,b-catenin transl cell count 5 µM,M1AAP inhibition,UTI89 phage lysis,Ins promoter up,Ins promoter up cell count,Dynein transport,Dynein transport cytoplasmic EGFP,Dynein transport nuclear GR-EGFP,Dynein transport cell count
Cc1ccc(S(=O)(=O)NC2c3cccc4cccc(c34)C2Sc2n[nH]c(N)n2)cc1 (stereo unspecified),4.4,3.3,4.4,i,27,0%,1.2%,-3.5,1194,-2%,0.0%,-0.12,1459,-0.5,-0.13,0.084,0.46
Cc1ccc(NC(=O)COC(=O)Cc2ccsc2)cc1S(=O)(=O)N1CCOCC1,3.8,3.3,12,i,-4,1%,2.5%,-3.4,531,5%,1.6%,-0.11,1397,-0.96,-0.25,-0.61,0.69
CCOc1ccc2[nH]c3c(=O)n(CCC4=CCCCC4)cnc3c2c1,/,/,/,/,/,-4%,/,-0.5,1364,-1%,0.3%,-0.85,1359,0.44,-0.24,-0.2,-0.36
O=S(=O)(Nc1nccs1)c1ccc(Nc2nnc(-c3ccccc3)c3ccccc23)cc1,2.1,2.5,5.8,i,5,-7%,-2.1%,2.2,1040,0%,1.6%,-0.47,1323,0.019,-0.072,0.21,-1.1
CC1Cc2ccccc2N1c1ncnc2c1nnn2Cc1ccccc1 (stereo unspecified),5.5,3.1,16,i,-10,4%,-0.4%,/,/,0%,0.2%,/,/,1.1,-0.059,1,-1.6
Nc1ncccc1OCc1ccc(Cl)c(Cl)c1,/,/,/,/,/,-4%,/,1.1,1223,0%,1.0%,0.16,1198,-0.5,-0.3,-0.24,0.33
COc1ccc(N2C(=O)C3CCCN3C2c2cccc(C)c2)cc1Cl (stereo unspecified),2.1,1.4,5.9,i,2,5%,-1.7%,-0.1,993,-5%,0.3%,0.69,1467,-0.51,-0.44,-0.22,0.076
CC1CCN(C(=O)CSc2nnc(Cc3ccccc3)o2)CC1,4.9,2.3,10,i,9,3%,/,-0.3,1133,-1%,-0.6%,-0.51,1845,-0.88,-0.18,-0.13,0.45
C=CCN1C(=O)N/C(=C/c2ccccc2OCC(=O)Nc2ccc(F)cc2)C1=O,2.2,2.1,7.3,i,-4,26%,-2.0%,-1.9,632,6%,0.1%,-0.02,1272,0.17,-0.3,-0.27,0.18
O=C(/C=C/c1cccs1)Nc1ccc(N2CCOCC2)c(S(=O)(=O)Nc2ccccc2Cl)c1,1.6,4.0,9.7,i,19,5%,6.6%,/,/,16%,0.3%[50 µM],-0.57,1250,-0.85,-0.28,-0.72,0.97
CC(C)N=C1SCC(C)(/C=N/O)S1 (stereo unspecified),1.3,1.2,5.7,i,1,-5%,-1.1%,-0.9,1181,5%,-0.6%,/,/,-0.23,-0.23,-0.15,0.46
COc1ccc2c(c1)sc(=N)n2C,3.7,1.8,3.2,i,20,-8%,-1.6%,0.3,1074,4%,0.5%,?,/,-0.58,-0.29,-0.27,-0.83
CC(C)(C)C(=O)Nc1nnc(-c2ccncc2)o1,4.2,2.8,4.5,i,-3,1%,-3.5%,2.7,1089,2%,1.2%,0.34,1441,0.35,0.0016,0.36,0.21
CC(O)[C@H]1CN=C(N)N1CCc1cc(C(F)(F)F)cc(C(F)(F)F)c1 (stereo partly specified),/,/,/,/,/,-5%,/,-1.3,1380,7%,-1.9%,0.18,927,-0.47,-0.83,-0.18,0.26
Cc1ccccc1NC(=O)c1cccc(C(F)(F)F)c1,2.3,2.8,2.2,i,4,-2%,-4.3%,-0.8,942,-1%,0.6%[50 µM],-0.36,1282,0.15,-0.096,0.24,0.098
Cc1ccc2cc(C3CC(c4cccs4)=NN3S(C)(=O)=O)c(Cl)nc2c1 (stereo unspecified),/,/,/,/,/,4%,/,0.3,1386,5%,1.1%[50 µM],-0.77,1366,-0.073,-0.16,-0.13,0.0033
CCc1c(C)c2cc(Cl)c(O)c(CN3CCCCC3)c2oc1=O,4.9,3.4,8.0,i,11,-28%,0.8%,-5.6,967,-1%,0.1%,-1.2,1055,-0.65,-0.21,-0.089,-0.065
COc1ccccc1C(=O)N1CCC(N2CCN(c3ccccc3OC)CC2)CC1,/,/,/,/,/,4%,/,-1.1,1355,2%,-0.7%,0.31,1022,0.66,-0.24,0.11,-0.54
O=C(Nc1ccc(N2CCOCC2)cc1)C1CCN(S(=O)(=O)c2ccccc2F)CC1,/,/,/,/,/,-3%,/,0.2,1239,3%,0.1%,0.38,1057,1.2,-0.24,0.61,-0.06
Nc1cc(C(=O)O)c(N)c2c1C(=O)c1ccccc1C2=O,/,/,/,/,/,39%,/,-0.2,1300,59µM*,-0.2%[50 µM],0.11,848,-0.57,-0.22,0.3,-0.43
Oc1ccc(/C=N/Nc2ncnc3nc[nH]c23)cc1,/,/,/,/,/,-15%,/,-0.6,1341,2%,0.1%,0.81,1074,-0.21,-0.11,0.42,0.6
COc1ccc(OC)c(Cc2nnc(CCC(=O)N3CCCCCC3)o2)c1,2.7,1.6,2.3,i,2,-2%,0.3%,0.1,1550,-3%,-0.2%,-0.23,1579,0.09,-0.29,0.2,-0.023
CCCS(=O)(=O)N1CCCC(C(=O)N2CCN(c3ccccn3)CC2)C1 (stereo unspecified),5.1,1.4,8.1,i,-8,-12%,-2.1%,-1.8,1414,2%,0.7%,-0.44,1666,0.94,-0.23,0.19,0.29
Cn1nc(Cc2n[nH]c(=S)n2C)c2ccccc2c1=O,/,/,/,/,/,-3%,/,-0.2,1270,-3%,1.1%,0.08,1070,0.32,-0.23,0.64,-0.19
O=C(NCCN1CCC(Cc2ccccc2)CC1)C1CCN(S(=O)(=O)N2CCC3(CC2)OCCO3)CC1,2.7,1.8,6.5,i,3,14%,-1.4%,-0.1,1054,1%,1.3%,0.08,1257,0.51,-0.29,0.15,0.5
Cn1cc(/C=C/C(=O)N2CCCC(C(=O)c3ccc(C(F)(F)F)cc3)C2)cn1 (stereo unspecified),3.2,2.2,7.5,i,-3,-5%,-0.1%,0.7,1118,3%,-0.1%,0.35,1450,-0.55,-0.22,-0.13,0.26
CCC/C(O)=C1\C(=O)CC(c2ccccc2)CC1=NCCc1c(C)[nH]c2ccc(C)cc12 (stereo unspecified),1.2,1.0,6.9,i,32,1%,1.0%,1.5,563,-1%,7.4%,-0.39,1166,0.53,0.37,1.4,-1.1
COc1ccc(NC(=O)CSc2nnc(-c3cccnc3)n2Cc2ccco2)c(OC)c1,5.0,2.8,6.5,i,18,3%,1.4%,-1.3,1180,0%,0.8%,/,/,-0.36,-0.2,0.37,0.28
CCOc1ccc(NC(=O)Nc2cccn(Cc3ccccc3)c2=O)cc1,2.3,1.9,10,i,10,-7%,0.0%,1.7,1628,9%,-0.4%,-0.04,1486,0.98,-0.11,0.55,-1.7
O=C(NCCc1ccccn1)c1ccc(NS(=O)(=O)c2ccc(F)cc2)cc1,3.2,1.6,4.3,i,12,9%,0.6%,0.2,1072,4%,-1.0%,-0.95,1297,-0.21,-0.28,0.067,-0.095
Fc1ccc(C2CCCN2Cc2nc(Cc3ccccc3)no2)cc1 (stereo unspecified),2.8,2.8,6.1,i,3,4%,6.6%,-1.4,1016,2%,-0.1%,-0.39,1512,-0.27,-0.33,-0.18,1.6
Cc1ccc(NC(=O)NC(=O)CSc2n[nH]c(N)n2)c(C)c1,5.3,4.4,4.7,i,11,0%,-1.0%,-2.4,1045,1%,-0.9%,0.19,1428,-0.34,0.97,0.49,-0.59
COC(=O)c1cccnc1-n1c(=O)c2cccnc2n(Cc2cccc(OC)c2)c1=O,3.8,2.6,7.8,i,9,1%,-0.5%,0.6,1188,2%,-0.7%,-0.09,996,1.1,-0.013,0.88,-0.68
O=C(CNS(=O)(=O)c1ccccc1)OCC(=O)c1ccc(OC(=O)c2ccccc2)cc1,0.9,0.8,6.5,i,-2,15%,-1.3%,-1.9,1319,-1%,1.1%,-0.03,1573,-0.53,-0.19,-0.26,1.2
C=CCn1c(=O)/c(=C/c2ccc(F)cc2)s/c1=C(\C#N)c1nnc2n1CCCCC2,4.1,1.8,7.2,i,-5,7%,-1.1%,2.1,1339,21%,3.8%,-1.2,1134,-0.61,-0.18,-0.12,0.33
